High-throughput results from PubChem BioAssay.
cardiac RTF act: cardiac RTF calcium sensitization | P19429+P45379 | activation, % at 7.2 µM | actives 0.24% (n = 340,000) | IANBD-labeled TnC RTF fluorescence at EC20 calcium; 0% EC20 calcium, 100% full calcium;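 active means activation above the mean over all tested compounds plus 3 SD, cut at about 30% in these data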;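 further: rise in fluorescence read as greater calcium sensitivity of cardiac thin filaments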
Keap1 Nrf2 FP: inhibitors of human Keap1-Nrf2 protein-protein interaction; Keap1 Kelch-Nrf2 peptide fluorescence polarization, 1536-well; inhibition, % at 9.4 µM; actives 0.15% (n = 340,000); AID 504523; in the data active means inhibition above about 12%; inconclusive means no clear call, values can overlap the other calls; inactive means below about 7.3%;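 further: human Keap1 Kelch domain with fluorescein labeled Nrf2 9mer peptide probe; 0% = neutral control wells and 100% = peptide positive control; higher means more block of Keap1 binding to Nrf2 peptide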
Rtt109 Vps75: blocks Candida albicans Rtt109/Vps75 acetyltransferase activity | Q5AAJ8 | purified Rtt109/Vps75, ThioGlo CoA-SH fluorescence, 4 h | inhibition, % at 34.9 µM | actives 0.16% (n = 330,000) | AID 540336;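 active means inhibition of at least 50% in every replicate; inconclusive means best replicate reaches 50% inhibition but some replicates fall short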
RTF Ca sens inh: cardiac RTF calcium desensitization; P19429+P45379; IANBD-labeled cardiac RTF, Ca2+ fluorescence; inhibition, % at 7.15 µM; actives 0.12% (n = 340,000); AID 493244;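 active means inhibition above the mean inhibition of all tested compounds plus 3 SD, cut at about 17% in these data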;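 further: assay run at fixed EC70 calcium of 1.6 mM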
LANA DNA inh: inhibitors of KSHV LANA C-terminal domain DNA binding; MBP-C-LANA/FAM-LBS DNA binding, fluorescence polarization; inhibition, % at 9 µM; actives 0.078% (n = 340,000); AID 504423;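 active means highest replicate inhibition at or above 60% at 9 µM, even if other replicates fall short; inactive means all replicates below 60% inhibition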;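 further: 0% = neutral control wells and 100% = 4 µM acridine orange control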
NSD2 HMT inh: inhibitors of human histone methyltransferase NSD2; AID 743445; NSD2 peptide methylation, AlphaScreen, 120 min; O96028; inhibition, % at 12.5 µM; actives 0.54% (n = 310,000); in the data active means inhibition above about 50%
dFosB act: enhances mouse delta FosB homodimer DNA binding | actives 0.99% (n = 340,000) | activation, % at 25 µM | purified delta FosB, TAMRA-CDK5 oligo fluorescence polarization; percent of positive-control signal above neutral wells | P13346;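 active means mean activation above about 17%, with every replicate also reaching it, limit read from the data, passing the limit was not always enough; inconclusive means only one of the two conditions met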;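 further: fluorescence polarization rise as delta FosB binds a TAMRA Cdk5 AP-1 oligo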
PvdQ acylase: blocks Pseudomonas aeruginosa PvdQ acylase activity. purified PvdQ acylase, fluorescence plate reader. inhibition, % at 10 µM. actives 0.063% (n = 340,000); in the data active means inhibition above about 30%, passing the limit was not always enough; inconclusive means no clear call, values can overlap the other calls;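 further: 0% = vehicle neutral wells and 100% = reference inhibitor wells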
PfHsp90 set2: growth inhibition of yeast expressing Plasmodium Hsp90; S. cerevisiae expressing PfHsp90, BacTiter-Glo ATP, 48 h; yeast lacking PDR1 and PDR3 efflux regulators; inhibition, % at 9.4 µM; actives 0.32% (n = 310,000);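 active means every replicate shows inhibition above about 80%, whatever the replicate mean, limit read from the data; inconclusive means mean inhibition reaches the set limit but some replicate falls short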;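 further: 0% = DMSO neutral controls and 100% = 20 µM radicicol positive controls; yeast relying on Plasmodium falciparum Hsp90 in place of its own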
CDK5 inh: inhibitors of human CDK5/p35 kinase; Recombinant CDK5/p35, ADP-Glo luminescence, 60 min; AID 488839; inhibition, % at 10 µM; actives 0.01% (n = 330,000);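 active means highest replicate inhibition of at least 50% and at least 75% of replicates reaching 50%; inconclusive means only one of the two criteria met; inactive means both criteria failed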;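 further: plate controls were DMSO neutral control for no effect and GW8510 at 10 µM for full effect; many of its hits are not listed in these tables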
Mot1-301 SUMO: SUMOylation pathway inhibition by Mot1-301 growth rescue. growth rescue, % at 18.8 µM. S. cerevisiae Mot1-301 growth rescue, ATP luminescence, 38.5C; percent above DMSO median, 100 means doubled. AID 2716. actives 1% (n = 320,000);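 active means every valid replicate shows activation above 250% relative to neutral control wells; inactive means the rest, any valid replicate at or below 250%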;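 further: OY570 slx delta 5 strain wells were the positive control but not used for scaling; some compounds called inactive have numbers as strong as hits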
* hit, by the source's call; ? = inconclusive; · = no result given.

cpd	Structure	cardiac RTF act	Keap1 Nrf2 FP	Rtt109 Vps75	RTF Ca sens inh	LANA DNA inh	NSD2 HMT inh
1	Cc1nc2ccccc2c(C)c1CC(=O)N(C)CC(=O)Nc1cccc(F)c1	-8	2	-6	-16	1.1	-3
2	Cc1cccc(C)c1-n1c(SCC(=O)NCc2ccco2)nc2ccccc2c1=O	-4	2	1	-3	-0.8	2
3	Cc1ccnc(SC2CC(=O)N(c3ccc(Cl)cc3)C2=O)n1 (stereo not given)	0	-5	6	-3	-2.9	2
4	O=C(O)c1ccc(N/N=C/c2cccc(C(F)(F)F)c2)cc1	-6	-4	8	-3	0.9	·
5	O=C1CCCN1CCCNc1ccc2nnc(CCC(=O)N3CCN(c4ccccc4)CC3)n2n1	-1	-2	-12	-6	0.4	9
6	O=C(CSc1ccccc1)Nc1ccc(S(=O)(=O)Nc2ncccn2)cc1	2	-8	2	3	0.2	2
7	CC(=O)Nc1ccc(C(=O)OCC(=O)NCc2ccc3c(c2)OCO3)cc1	3	-5	-1	-5	-3.4	-2
8	CC1(C)CC(=O)c2sc(NS(=O)(=O)Cc3ccccc3)nc2C1	3	0	-8	-9	-1.4	-1
9	Cn1c(=O)c(C(=O)CN2CCCCC2)c(N)n(Cc2ccccc2)c1=O	1	-4	-8	7	-0.1	0
10	COc1ccc(NC(=O)CN(C)C(=O)C2=NN(c3ccccc3)C(=O)CC2)cc1	0	2	3	-1	1.1	1
11	COc1cc(C(c2c(C)[nH][nH]c2=O)c2c(C)[nH][nH]c2=O)ccc1OS(=O)(=O)c1ccc(C)cc1	-3	-7	16	5	4.1	-3
12	O=C(NCc1cccnc1)c1cccc(NC(=O)c2ccco2)c1	-9	1	-1	-4	-2.2	-4

cpd	dFosB act	PvdQ acylase	PfHsp90 set2	CDK5 inh	Mot1-301 SUMO
1	-7	-1	-25	0.2	0
2	-5	-14	9	1.0	15
3	3	4	-4	0.8	12
4	2	12	-23	1.1	5
5	-5	-4	-41	-2.2	7
6	3	-10	-18	-2.3	3
7	?	-29	1	-0.8	-2
8	5	-10	9	-2.0	12
9	2	-13	3	1.5	9
10	6	-16	-10	-0.5	34
11	-10	-24	15	3.4	-14
12	-8	7	15	0.0	179

Going on with the list.
cpd	Structure	cardiac RTF act	Keap1 Nrf2 FP	Rtt109 Vps75	RTF Ca sens inh	LANA DNA inh	NSD2 HMT inh
13	C/C(=N/NS(=O)(=O)c1ccc(Cl)cc1)c1ccncc1	3	-6	11	-2	3.1	0
14	COc1ccc(S(=O)(=O)NCc2cccnc2)cc1NC(=O)c1ccc(Cl)cc1	-2	3	4	-15	0.0	1
15	COc1ccc(CCC(=O)OCC(=O)N(C)c2c(N)n(Cc3ccccc3)c(=O)[nH]c2=O)cc1	9	-4	-3	-5	-0.5	0
16	CCOc1ccc(-n2c(=O)c3sccc3n(CC(=O)NCc3ccco3)c2=O)cc1	-8	-2	-1	-6	-1.3	1
17	CC1(C)CCc2cc(CN3CCN(c4ccccn4)CC3)ccc2O1	3	2	13	-4	2.1	6
18	O=c1ccc2cc(S(=O)(=O)N3CCN(c4ccccc4)CC3)ccc2[nH]1	10	-1	-3	-9	-1.7	·
19	CC(=O)c1cccc(NC(=O)C2C3C=CC(C3=C(c3ccccc3)c3ccccc3)C2C(=O)O)c1 (stereo not given)	-3	0	6	2	0.6	9
20	Cc1cccc(C(=O)N/N=C/c2ccc(OCC(=O)N3CCCCC3)cc2)c1	-2	-8	·	-7	-1.3	·
21	CCCn1c(=O)c(C(=O)NCc2ccco2)c(O)c2ccccc21	-2	3	3	-2	-0.5	-2
22	O=C(/C=C/c1cccs1)c1ccc(Br)cc1	-1	1	13	-1	0.7	0
23	COc1cccc(CNC(=O)CNC(=O)N2CC(=O)Nc3ccccc32)c1	-2	-5	-8	0	0.9	-2
24	CC(=O)Nc1ccc(NC(=O)C2CCCCN2S(=O)(=O)c2ccc(C(C)(C)C)cc2)cc1 (stereo not given)	-1	-6	14	-5	1.6	14

cpd	dFosB act	PvdQ acylase	PfHsp90 set2	CDK5 inh	Mot1-301 SUMO
13	4	-15	25	1.4	37
14	-10	8	·	-0.6	7
15	-4	-14	·	1.8	150
16	6	-12	-13	-0.8	-13
17	-10	-10	13	1.0	725*
18	-6	-7	-44	0.0	-2
19	-11	-3	-20	-2.3	2
20	-9	12	14	0.2	-7
21	-9	-7	2	-4.3	326
22	10	3	1	2.1	2
23	-2	-11	6	-1.9	-7
24	-12	-16	-39	-6.6	5

(next part)
cpd	Structure	cardiac RTF act	Keap1 Nrf2 FP	Rtt109 Vps75	RTF Ca sens inh	LANA DNA inh	NSD2 HMT inh
25	Cc1cc(C(=O)OCC(=O)NCc2ccc(Cl)cc2Cl)c(C)o1	1	-2	-4	2	2.7	-3
26	COc1ccc(NS(=O)(=O)c2cc(NC(=O)c3ccco3)ccc2N2CCCCC2)cc1	-1	3	7	10	-0.8	-3
27	CCOc1ccc(CNS(=O)(=O)c2c(C)nc3sccn3c2=O)cc1OC	-2	3	0	1	-0.9	·
28	COc1ccc(CCNc2ncnc3c2oc2ccccc23)cc1OC	-5	-4	17	-2	1.6	1
29	Cc1ccc(C)c(S(=O)(=O)N2CCCOC2CNC(=O)C(=O)NCCC2=CCCCC2)c1 (stereo not given)	4	-1	-9	6	-1.0	-1
30	FC(F)(F)c1cccc(NC(=S)N2CCN(c3ccccn3)CC2)c1	-9	1	·	4	2.0	1
31	Cc1cc(C)cc(NC(=O)c2nnn(Cc3cc(C)ccc3C)c2N)c1	-6	1	2	-1	-0.5	·
32	COc1ccc(C(=O)Nc2ccc(N3CCOCC3)cc2)cc1S(=O)(=O)N1CCOCC1	1	0	-1	-21	-0.3	-2
33	CCOC(=O)c1cc(CC)sc1NC(=O)CC1Sc2ccc(C(F)(F)F)cc2NC1=O (stereo not given)	-3	0	10	-16	2.4	19
34	CC(C(c1cccs1)c1c(N)n(C)c(=O)n(C)c1=O)[N+](=O)[O-] (stereo not given)	-7	4	-5	2	-1.3	-2
35	O=C1CC(c2ccccc2)CC(O)=C1C=NCCN1CCN(Cc2ccccc2)CC1 (stereo not given)	8	-4	3	-5	0.6	-2
36	CCOC(=O)[C@@H]1[C@H]2COc3ccc(Br)cc3[C@H]2N2C(=O)N(c3ccc(OC)cc3)C(=O)[C@]12C	-6	1	-12	3	0.5	·

cpd	dFosB act	PvdQ acylase	PfHsp90 set2	CDK5 inh	Mot1-301 SUMO
25	-7	-3	-26	-0.2	-12
26	0	4	28	-1.4	-9
27	0	-8	6	-0.3	3
28	-1	2	-10	-0.3	22
29	-6	-2	8	0.5	-10
30	-3	-3	-15	1.4	-27
31	6	3	-9	0.8	4
32	-8	-11	·	-10	·
33	1	5	-6	2.3	-9
34	1	8	10	-0.1	10
35	1	-8	-1	-2.8	-1
36	-3	1	14	-0.2	3

Retrieved one by one from the entries so far, 3 records:
cpd	Structure	cardiac RTF act	Keap1 Nrf2 FP	Rtt109 Vps75	RTF Ca sens inh	LANA DNA inh	NSD2 HMT inh
5	O=C1CCCN1CCCNc1ccc2nnc(CCC(=O)N3CCN(c4ccccc4)CC3)n2n1	-1	-2	-12	-6	0.4	9
2	Cc1cccc(C)c1-n1c(SCC(=O)NCc2ccco2)nc2ccccc2c1=O	-4	2	1	-3	-0.8	2
33	CCOC(=O)c1cc(CC)sc1NC(=O)CC1Sc2ccc(C(F)(F)F)cc2NC1=O (stereo not given)	-3	0	10	-16	2.4	19

cpd	dFosB act	PvdQ acylase	PfHsp90 set2	CDK5 inh	Mot1-301 SUMO
5	-5	-4	-41	-2.2	7
2	-5	-14	9	1.0	15
33	1	5	-6	2.3	-9

Following part
cpd	Structure	cardiac RTF act	Keap1 Nrf2 FP	Rtt109 Vps75	RTF Ca sens inh	LANA DNA inh	NSD2 HMT inh
37	CSc1nc2ccc(NC(=O)COc3ccccc3F)cc2s1	4	1	5	9	0.2	-3
38	CCOC(=O)C1CCN(C(=O)Nc2ccc3nc(-c4ccco4)c(-c4ccco4)nc3c2)CC1	5	-3	-129	1	2.1	·
39	COc1cccc(N2CCN(c3ccc4nnc(CCC(=O)Nc5ccccn5)n4n3)CC2)c1	-2	-2	2	-3	-2.4	-7
40	CCC(C)(C(=O)NC1CCCCC1)N(CC1CCCO1)C(=O)Cc1cccs1 (stereo not given)	6	-1	-13	-1	-0.5	-2
41	CCCCN(C(=O)c1cccc(S(=O)(=O)N2CCCC2)c1)c1c(N)n(CCC)c(=O)[nH]c1=O	0	-5	11	-6	-0.6	0
42	COc1cc(-c2noc(C)n2)cc(OC)c1OC	-6	3	0	-3	-0.4	8
43	O=C1c2cccc(NCCCNCCO)c2C(=O)c2cccc(NCCCNCCO)c21	3	0	2	2	-14	88*
44	NNC(=O)CSc1c(-c2cccs2)[nH]c2ccccc12	-2	-4	-2	-6	0.2	1
45	CC(C)(C)NC(=O)C1CCN(S(=O)(=O)c2ccc(Br)cc2)CC1	7	-2	5	-6	0.0	-1
46	Cc1c(-c2nc(N)nc(Nc3ccccc3)n2)oc2ccccc12	-6	1	22	7	0.7	-2

cpd	dFosB act	PvdQ acylase	PfHsp90 set2	CDK5 inh	Mot1-301 SUMO
37	-4	9	-36	0.6	21
38	13	-12	-10	0.4	-9
39	2	1	-10	0.0	-10
40	-5	-11	-20	-5.1	46
41	8	-2	-8	-1.7	6
42	-2	5	1	0.2	2
43	?	-18	36	5.7	·
44	-1	19	-10	·	0
45	6	-11	·	0.8	11
46	52*	8	9	0.1	12
